Bioassay records from PubChem.
PI4K2A inh: blocks human PI4K2A kinase activity; purified PI4K2A, ADP-Glo luminescence, 1 h; active compounds read low; activity change, negative = inhibition, % at 76.9 µM; 0.13% of 420,000 active; AID 1346378; in the data active = activity change below about -50%;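 also: -100% = wells without enzyme as full effect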
Target sequence (Q9BTU6 whole entry, looked up): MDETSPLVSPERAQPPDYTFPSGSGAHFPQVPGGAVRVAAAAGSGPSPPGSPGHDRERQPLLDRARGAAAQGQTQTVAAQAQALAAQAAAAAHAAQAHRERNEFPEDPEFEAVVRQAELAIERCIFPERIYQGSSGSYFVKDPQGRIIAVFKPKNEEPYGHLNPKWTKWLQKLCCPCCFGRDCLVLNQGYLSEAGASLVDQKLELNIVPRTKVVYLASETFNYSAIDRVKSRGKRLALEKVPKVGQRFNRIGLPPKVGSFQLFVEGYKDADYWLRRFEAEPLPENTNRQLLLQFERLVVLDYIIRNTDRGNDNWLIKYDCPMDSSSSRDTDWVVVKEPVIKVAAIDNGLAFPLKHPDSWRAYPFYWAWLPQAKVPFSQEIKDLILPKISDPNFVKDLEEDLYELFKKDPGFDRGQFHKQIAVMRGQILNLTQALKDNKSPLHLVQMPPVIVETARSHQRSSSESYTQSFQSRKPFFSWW
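PI4K2A activity was measured by ADP-Glo luminescence: enzyme (4 ug/mL stock) and phosphatidylinositol (1.2 mM stock) in Tris pH 7.5/MgCl2/EGTA/Triton X-100 buffer were reacted with ATP (300 microM stock) for one hour at ambient temperature.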
The depositor's hits bear a star. Only part of the results is shown. The share of hits here may be higher or lower than overall.

SMILES	PI4K2A inh
COCc1cn(-c2ccc3c(c2)[C@]2(CC(=O)N(C)C2c2ccccc2)C(=O)N3CC(C)C)nn1 (stereo partly drawn)	4
Oc1ccc2[nH]cc(-c3cccs3)c2c1-c1ccccc1	-3
COC(=O)[C@]12C[C@H](CC(=O)NCc3ccccc3)C(=O)N(CCc3ccc(OC)c(OC)c3)C1=C[C@H](C1CCCC1)O[C@@H]2C	5
COc1ccc(/C=C2\CC3(OC(C)=O)CCCN2C3)cc1 (stereo not drawn)	-1
C#CC(C)(CC)OC(=O)c1ccccc1C(=O)O (stereo not drawn)	2
CN1CC=C(c2ccccc2)N(c2ccc(Cl)cc2)C1=O	5
Cn1c(=O)c2cc(S(=O)(=O)N3CCN(CCO)CC3)ccc2n(C)c1=O	-6
CC(=O)c1cc(-c2ccccc2)c(=O)n2c1CCC2	-1
CC(c1ccccc1)N1CC[C@H]2C=CC[C@@H](C(=O)Nc3cccc(Cl)c3)[C@H]2C1=O (stereo partly drawn)	2
CCOC(=O)N1CCN(C(=O)C[C@@H]2C[C@]3(C(=O)OCC)CCC4=C3N(CCC4)C2=O)CC1	-6
CN1CCC(N[C@@H](Cc2c[nH]c3ccccc23)C(=O)NCCCc2ccccc2)(C(=O)NCCc2c[nH]c3ccccc23)CC1	1
CC(C)N1CCCCC(NC(=O)Cc2ccccc2)C1=O (stereo not drawn)	2
O=C(N[C@@H]1CC[C@H]2SC[C@H](C(=O)O)N2C1=O)OCC1c2ccccc2-c2ccccc21	-4
NC(=O)c1c(N)[nH]c(C(=O)c2ccccc2)c1-c1cccc2ccccc12	-3
O=c1c2cc3cccnc3nc2ncn1CCc1c[nH]c2ccccc12	-12
CCC(=O)N1CCc2cc(Br)c(S(=O)(=O)NCCCN(CC)Cc3ccccc3)cc21	-2
COc1ccc(Cn2ccc3ccc(-c4ccc5ccn(Cc6ccccc6C)c5c4)cc32)cc1	6
CCOC(=O)[C@]12CCCC=C1N(CCCOC)C(=O)[C@@H]2CC(=O)N1CCCCC1	1
Nn1c(SCC(=O)N2c3ccccc3Sc3ccc(Cl)cc32)nnc1-c1n[nH]c2c1CCC2	3
O=C(c1cc(Cl)ccc1F)N1CCCC(c2nc(-c3cccs3)no2)C1 (stereo not drawn)	-1
Cc1ccc(NC(=O)CN2CCN(c3nc(-c4ccccc4)cs3)CC2)cc1C	-3
Nn1c(SCC(=O)Nc2cccc3ccccc23)nnc1-c1cc(-c2ccc(F)cc2)n[nH]1	-12
Cc1nn(-c2ccccc2)c2sc(C(=O)NC3CCCCCC3)cc12	0
O=C(NN=Cc1ccc(O)cc1)c1cc(-c2ccc(Cl)cc2)n[nH]1	4
COCCCNC(=O)C[C@H]1C[C@@]2(C(=O)OC)C(=C[C@H](C(C)(C)C)O[C@@H]2C)N(Cc2cccc3ccccc23)C1=O	2
(cont.)
SMILES	PI4K2A inh
O=c1cc(N2CCN(c3cccc(C(F)(F)F)c3)CC2)[nH]c(=O)n1C1CCCCC1	-1
C[C@H](CCC(=O)N(c1ccccc1)c1ccccc1)CC1CCCCC1	-2
Oc1ccccc1C=NN1CCN(Cc2ccccc2)CC1	-3
C[C@@H]1CCN(C2CC2)S(=O)(=O)c2ccc(N3CC[C@@H](N(C)C)C3)cc2O1	-1
CCOC(=O)CC[C@H]1CC[C@]2(CCCN(S(=O)(=O)C3CCCCC3)C2)O1	-5
CN(CCOC(=O)c1cc2ccccc2o1)C1CN(Cc2cn(Cc3ccccc3Cl)nn2)S(=O)(=O)C1 (stereo not drawn)	-1
C=CCN1C(=O)[C@@H](CC(=O)N2CCOCC2)[C@]2(C(=O)OCC)CCCCC/C=C/12	3
C#CCNC(=O)C[C@H]1C[C@@]2(C(=O)OC)C(=C[C@H](C(C)C)O[C@@H]2C2CC2)N(Cc2ccc(Cl)cc2Cl)C1=O	2
COC(CNC(=O)[C@H](Cc1ccccc1)NCC(=O)NC1CCCCC1)OC	0
C[C@@H]1C[C@H]2[C@@H](Cc3ccccc3)C(=O)N3[C@H](c4ccccc4)[C@H](C)C[C@H]3[C@@H](Cc3ccccc3)C(=O)N2[C@@H]1c1ccccc1	0
COc1ccc(S[C@]2(C(=O)N3CCCC3)CC(=O)N(C(=O)C3CC3)[C@@H]2c2ccc(OC)cc2)cc1	-2
COc1cccc(C(=O)N2CCC(Oc3cccnc3)CC2)c1	1
C=CCN1C(=O)[C@@H](CC(=O)N2CCC(c3ccccc3)CC2)[C@]2(C(=O)OC)CCCCC=C12	14
CCOC(=O)CC[C@@]1(C(=O)OCC)C[C@@H](CC(=O)N2CCCC2)C(=O)N2CCCC=C21	-5
CC(C)C[C@@H]1COc2cc(N3CCSCC3)ccc2S(=O)(=O)N1C	-5
Cn1cccc1C(=O)N1CCN(S(=O)(=O)c2ccc(F)cc2)CC1	6
O=C(NC1CCCCN(Cc2ccc(Cl)cc2)C1=O)C(c1ccccc1)c1ccccc1 (stereo not drawn)	-3
CCCCNC(=O)C[C@H]1C(=O)N(Cc2ccc(OC)cc2)C2=CCCC[C@@]21C(=O)OCC	-1
CC[C@@H](OP(=O)(O)[C@@H](C)N)C(=O)O	-5
O=C(CSc1cc(Cl)ccc1Cl)N/N=C/c1ccc[nH]1	0
Cc1ccc(S(=O)(=O)N2O[C@@H](c3ccccc3)C[C@H]2CON2C(C)(C)CCCC2(C)C)cc1	-3
CC(=O)c1ccc(-c2cc(C(C)=O)c3n(c2=O)CCC3)cc1	-4
C=CCn1c(COc2ccccc2)nnc1SCC(=O)c1ccc(OC)cc1	5
Cc1cc(C)cc(N(CC(=O)NC2CCC(C)CC2)S(=O)(=O)c2ccc(Cl)s2)c1 (stereo not drawn)	-2
CCOC(=O)[C@]12CCCCC/C=C\1N(Cc1ccc(OC)cc1)C(=O)[C@H]2CC(=O)NCc1ccc(OC)c(OC)c1	3

Exported comma-delimited: three of the compounds above
mol,PI4K2A inh
Cn1cccc1C(=O)N1CCN(S(=O)(=O)c2ccc(F)cc2)CC1,6
O=C(NC1CCCCN(Cc2ccc(Cl)cc2)C1=O)C(c1ccccc1)c1ccccc1 (stereo not drawn),-3
CCCCNC(=O)C[C@H]1C(=O)N(Cc2ccc(OC)cc2)C2=CCCC[C@@]21C(=O)OCC,-1

Later entries.
SMILES	PI4K2A inh
CCOC(=O)N1CCN(C(=O)C[C@H]2C[C@@]3(C(=O)OC)C(=C[C@H](C4CCCC4)O[C@@H]3C)N(Cc3ccc(Cl)cc3Cl)C2=O)CC1	-2
COC(=O)[C@]12C[C@H](CC(=O)NCc3cccs3)C(=O)N(Cc3ccccc3)C1=C[C@H](COCc1ccccc1)O[C@@H]2C	-1
Cc1ccc(-n2c(SCc3cccc(F)c3)nc3sc4c(c3c2=O)CCCC4)cc1	0
c1nc(NCC2CCCCO2)c2cc(-c3ccc4c(c3)OCO4)ccc2n1 (stereo not drawn)	3
COC(=O)[C@]12C[C@H](CC(=O)N3CCC(c4ccccc4)CC3)C(=O)N(CCc3ccc(OC)c(OC)c3)C1=C[C@H](C(C)C)O[C@@H]2C1CC1	-2
C[C@@H]1C[C@H]2O[C@@H]2/C=C\C=C\C(=O)Cc2cc(O)cc(O)c2C(=O)O1	2
CCOC(=O)Cc1nc(N2CCN(C(=O)C3CCCO3)CC2)c2c(C)c(C(=O)OCC)sc2n1 (stereo not drawn)	-3
COc1ccc(OC)c(S(=O)(=O)N(CC(=O)NC2CCC(C)CC2)c2cc(C)cc(C)c2)c1 (stereo not drawn)	-1
C[C@H]1C2CC(OC(=O)Nc3ccc(F)cc3)C(C2)[C@H]2CCCCN21 (stereo partly drawn)	-1
COC(=O)[C@]1(CNC(C)=O)CC(=O)N(C)[C@@H]1c1ccccc1	3
O=C(Nc1cc(F)cc(F)c1)OC1CCC12CCC(c1ccccc1)CC2 (stereo not drawn)	-2
CCC[C@H]1[C@@H](NC(=O)c2cccc(N(C)C)c2)CC[C@@]23CCCN2C(=O)CCC[C@@H]13	1
NC(=O)NS(=O)(=O)c1ccc(Cl)cc1	2
CC1CCC2(CC1)CCN(CCCOC(=O)Nc1cccc(C(F)(F)F)c1)C2=O (stereo not drawn)	0
COc1ccccc1CNC(=O)NCCCN1CCN(c2ccc(F)cc2)CC1	2
CC(C)n1nnnc1C1(C)CCSCC(=O)N1Cc1cccc(C(F)(F)F)c1 (stereo not drawn)	-1
COC(CNC(=O)[C@H](Cc1ccccc1)NC1(C(=O)NC2CCCCC2)CCCCC1)OC	6
CCC[C@H]1[C@@H](NC(=O)c2ccc(C)cc2)CC[C@@]23CCCN2C(=O)CCC[C@@H]13	-3
CCOC(=O)CC[C@H]1CC[C@]2(CCCN(S(=O)(=O)c3ccccc3)C2)O1	-4
CCN1CCCCC(NC(=O)Cc2ccccc2)C1=O (stereo not drawn)	-2
COc1ccc(S[C@]2(C(=O)N(C)C)CC(=O)N(c3ccc(Cl)cc3)[C@@H]2c2ccc(OC)cc2)cc1	-2
O=C1C(NC(=O)N2c3ccccc3C=Cc3ccccc32)CCCCN1Cc1cccc(Cl)c1 (stereo not drawn)	-2
O=C(CSc1nc2ccccc2nc1N1CCCCC1)NCc1ccc(Cl)cc1Cl	2
CCOC(=O)[C@]12CCCC=C1N(CCCOC)C(=O)[C@@H]2CC(=O)NCC1CCCCC1	-2
CCN(CC)C(=O)CNc1nnnn1-c1ccccc1	0
Continued.
SMILES	PI4K2A inh
C#CCOCCOCCOCCNc1nc(N2CCN(C(=O)[C@H](CCCCN)n3cc([C@@H](N)C(C)CC)nn3)CC2)nc(N2CCN(C(=O)[C@H](CCCCN)n3cc([C@@H](N)C(C)CC)nn3)CC2)n1 (stereo partly drawn)	-2
O=C(Cn1c(-c2cncs2)nc2ccccc21)N1CCOCC1	3
Cc1ccccc1C1CCC2(CC1)CCN(CC[C@@H](O)c1ccccc1)C2=O (stereo partly drawn)	-3
Oc1ccc2[nH]cc(CCc3ccccc3)c2c1-c1ccccc1	1
COC(=O)[C@]12C[C@H](CC(=O)N3CCC(c4ccccc4)CC3)C(=O)N(Cc3ccc(Cl)cc3Cl)C1=C[C@H](C(C)C)O[C@@H]2C1CC1	-4
COC(=O)[C@]12C[C@H](CC(=O)NCc3cccc(C(F)(F)F)c3)C(=O)N(Cc3ccc(Cl)cc3Cl)C1=C[C@H](C(C)C)O[C@@H]2C1CC1	-1
O=C(CSc1nnc(SCc2cccc3ccccc23)s1)Nc1ccc(Oc2ccccc2)cc1	-3
COC(=O)[C@]12C[C@H](CC(=O)N3CCCC3)C(=O)N(Cc3ccco3)C1=C[C@H](C(C)C)O[C@@H]2C1CC1	3
C#CCNC(=O)C[C@H]1C[C@@]2(C(=O)OC)C(=C[C@H](COCc3ccccc3)O[C@@H]2C)N(CCc2ccc(OC)c(OC)c2)C1=O	4
C#CC1(O)CC[C@H]2[C@@H]3CCC4=CCCC[C@@H]4[C@H]3CC[C@@]21C (stereo partly drawn)	-3
CN1C(=O)C(=O)N2C(=C[C@]3(c4c[nH]c5ccccc45)c4ccccc4N[C@H]23)C1=O	-1
C=CCN1C(=O)[C@@H](CC(=O)NCCc2ccccc2OC)[C@]2(C(=O)OCC)CCCCC/C=C/12	-2
CCCCN1CN2Cc3ccc(C)cc3C2CS1(=O)=O (stereo not drawn)	5
COc1ccc2cc(-c3cn(C(=O)N(c4ccccc4)c4ccccc4)nn3)ccc2c1	-1
c1ccc(CCSc2nnc(-c3cccnc3)n2Cc2ccccc2)cc1	8
O=C(NCCc1ccccc1)OCc1cn(Cc2c(F)cccc2F)nn1	4
CCOC(=O)C1CCN(C(=O)C(C)(C)NC(=O)Nc2ccc3c(c2)CCC3)CC1	-8
O=C1CCC[C@H]2C[C@H](NCc3ccc(F)cc3F)CC[C@]23CCCN13	-5
C[C@@H]1/C=C/CC(=O)N[C@H](c2ccc3ccccc3c2)[C@H](C)/C=C/CC(=O)N[C@@H]1c1ccc2ccccc2c1	-2
CCCC(CCC)(C(=O)OCC)C(=O)OCC	-5
COC(=O)[C@]12C[C@H](CC(=O)N3CCCCC3)C(=O)N(Cc3cccc4ccccc34)C1=C[C@H](C(C)(C)C)O[C@@H]2C	1
CN1[C@@H](Cc2ccccc2)COc2cccc(F)c2S1(=O)=O	3
Cc1ccc(-c2c(C(=O)NCC(C)C)oc(=O)c3ccccc23)cc1	2
CCN(CC)C(=O)CC[C@H]1CC[C@]2(CCCN(C(=O)C3CCCC3)C2)O1	0
CC(C)N1CCCCC(NC(=O)c2c(F)cccc2F)C1=O (stereo not drawn)	7
CCCCC(=O)N1CCN(C(=O)c2ccc3nc(C)n(C4CCCC4)c3c2)CC1	0

By substructure: those above with an NH in an aromatic ring (11)
SMILES	PI4K2A inh
Oc1ccc2[nH]cc(-c3cccs3)c2c1-c1ccccc1	-3
CN1CCC(N[C@@H](Cc2c[nH]c3ccccc23)C(=O)NCCCc2ccccc2)(C(=O)NCCc2c[nH]c3ccccc23)CC1	1
NC(=O)c1c(N)[nH]c(C(=O)c2ccccc2)c1-c1cccc2ccccc12	-3
O=c1c2cc3cccnc3nc2ncn1CCc1c[nH]c2ccccc12	-12
Nn1c(SCC(=O)N2c3ccccc3Sc3ccc(Cl)cc32)nnc1-c1n[nH]c2c1CCC2	3
Nn1c(SCC(=O)Nc2cccc3ccccc23)nnc1-c1cc(-c2ccc(F)cc2)n[nH]1	-12
O=C(NN=Cc1ccc(O)cc1)c1cc(-c2ccc(Cl)cc2)n[nH]1	4
O=c1cc(N2CCN(c3cccc(C(F)(F)F)c3)CC2)[nH]c(=O)n1C1CCCCC1	-1
O=C(CSc1cc(Cl)ccc1Cl)N/N=C/c1ccc[nH]1	0
Oc1ccc2[nH]cc(CCc3ccccc3)c2c1-c1ccccc1	1
CN1C(=O)C(=O)N2C(=C[C@]3(c4c[nH]c5ccccc45)c4ccccc4N[C@H]23)C1=O	-1
